Source: PubChem (several laboratories)
IDE act = human IDE activators in live cells, primary screen, fluorescence polarization, HEK cells, FAbeta-B substrate. Insulin-degrading enzyme (Homo sapiens), P14735. FAbeta-B cleavage; 0% vehicle, 100% cell-free pure enzyme wells. activation, % at 5.96 µM. actives 0.073% (n = 340,000);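 active means activation above the mean of all tested compounds plus 3 SD, set per screening campaign, cut at about 17% in these data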
MEKK3 PB1 HTS = modulators of MEKK3-MEK5 PB1 binding, primary screen, biochemical, wildtype MEKK3, multiplex bead flow cytometry, Alexa488-MEK5. actives 1.4% (n = 290,000). binding response (% of control), % at 10 µM. Mitogen-activated protein kinase kinase kinase 3 (Homo sapiens), Q99759. AID 1529, 2009. bead-based flow cytometry, Alexa488-MEK5 binding to MEKK3; actives lie on both sides; 0 = blocked by unlabeled MEK5, 100 = vehicle;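 active means binding response more than 3 SD above or below the average of its plate-row segment, actives on both sides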;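 further: Alexa488 bead fluorescence after subtracting the streptavidin-only scavenger bead signal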
* = called active by the depositor; & = joins results of further samples.

CC(Oc1c(Cl)cccc1Cl)C1=NCCN1 (centres undefined) was read as MEKK3 PB1 HTS 102.0.
`C[C@H]1c2cccc(O)c2C(=O)C2C(=O)C3(O)C(=O)C(C(N)=O)C(=O)[C@@H](N(C)C)[C@@H]3[C@@H](O)[C@@H]21` (some centres undefined) gave IDE act -0.8.
CC(C)=CC(=O)O[C@@H]1Cc2cc3ccc(=O)oc3cc2OC1(C)C was read as IDE act 1.7.
For CC1(C)O[C@H]2CC(=O)OCC23[C@H]2CC[C@@]4(C)[C@H](c5ccoc5)OC(=O)[C@H]5O[C@]54[C@]2(C)C(=O)C[C@@H]13 (some centres undefined) the results were IDE act 4.9.
CC1=C(C(=O)O)N2C(=O)[C@@H](NC(=O)[C@H](N)c3ccc(O)cc3)[C@H]2SC1 was read as IDE act 0.8.
For CCC[C@H](N[C@@H](C)C(=O)N1[C@H](C(=O)O)C[C@@H]2CCCC[C@@H]21)C(=O)OCC the results were IDE act 3.6.
`C=C1c2cccc(O)c2C(=O)C2C(=O)[C@]3(O)C(=O)C(C(N)=O)C(=O)[C@@H](N(C)C)[C@@H]3[C@@H](O)[C@H]12` (some centres undefined) gave IDE act 5.2.
`O=c1cc[nH]c(=O)[nH]1` gave IDE act 8.5.
Cc1onc(-c2ccccc2Cl)c1C(=O)N[C@@H]1C(=O)N2[C@@H]1SC(C)(C)[C@@H]2C(=O)O was read as IDE act 3.0&8.3.
Screening O=C(O)[C@@H]1[C@H]2C[C@H]3c4[nH]c5ccccc5c4CCN3C[C@@H]2CC[C@@H]1O returned IDE act 1.0.
Screening CC(=O)N1C[C@H](O)C[C@H]1C(=O)O returned IDE act 3.4.
`COc1c(O)cc2c(c1O)C1OC(CO)C(O)C(O)C1OC2=O` (centres undefined) gave IDE act -6.2.
`CC(C)(CO)[C@@H](O)C(=O)NCCC(=O)O` gave IDE act 2.5.
For CCCCCCCCO the results were IDE act 0.5.
Screening N=C(N=C(N)N)N1CCOCC1 returned IDE act -0.9.

Compounds shown so far that have sulfur, in the order listed:
CC1=C(C(=O)O)N2C(=O)[C@@H](NC(=O)[C@H](N)c3ccc(O)cc3)[C@H]2SC1 was read as IDE act 0.8.
Cc1onc(-c2ccccc2Cl)c1C(=O)N[C@@H]1C(=O)N2[C@@H]1SC(C)(C)[C@@H]2C(=O)O was read as IDE act 3.0&8.3.

Reprinted at random: three entries already listed
Screening CC(=O)N1C[C@H](O)C[C@H]1C(=O)O returned IDE act 3.4.
CC1=C(C(=O)O)N2C(=O)[C@@H](NC(=O)[C@H](N)c3ccc(O)cc3)[C@H]2SC1 was read as IDE act 0.8.
Screening O=C(O)[C@@H]1[C@H]2C[C@H]3c4[nH]c5ccccc5c4CCN3C[C@@H]2CC[C@@H]1O returned IDE act 1.0.

Structures above that have a halogen:
CC(Oc1c(Cl)cccc1Cl)C1=NCCN1 (centres undefined) was read as MEKK3 PB1 HTS 102.0.
Cc1onc(-c2ccccc2Cl)c1C(=O)N[C@@H]1C(=O)N2[C@@H]1SC(C)(C)[C@@H]2C(=O)O was read as IDE act 3.0&8.3.

The listing picks up, starting two compounds before the break.
For CCCCCCCCO the results were IDE act 0.5.
Screening N=C(N=C(N)N)N1CCOCC1 returned IDE act -0.9.
CCCOc1ccccc1-c1nc2n[nH]nc2c(=O)[nH]1 was read as IDE act 5.9 and MEKK3 PB1 HTS 114.0.
`NC(=O)NC(CCC(=O)O)C(=O)O` (centres undefined) gave IDE act 2.9 and MEKK3 PB1 HTS 104.0.
For COc1nc(C)nc(Cl)c1NC1=NCCN1 the results were IDE act 7.5&6.5 and MEKK3 PB1 HTS 109.0.
CN(C)C/C=C(/c1ccc(Br)cc1)c1cccnc1 was read as IDE act 2.2 and MEKK3 PB1 HTS 103.0.
Screening CC(=O)O[C@]1(C(C)=O)CC[C@H]2[C@@H]3C=C(Cl)C4=CC(=O)[C@@H]5C[C@@H]5[C@]4(C)[C@H]3CC[C@@]21C returned IDE act -2.0&0.7 and MEKK3 PB1 HTS 109.0.

The list is partial; count on the stated rates, not on these rows.
